Compound activity deposited in PubChem BioAssay by several laboratories.
RmlCD inh 1536 – M. tuberculosis RmlC/RmlD coupled enzyme inhibitors, primary screen, biochemical, compound mixtures, 384-well, from 1536-well plates; AID 1533, 2009; 160,000 tested, 0.03% active; RmlC+RmlD coupled enzyme assay, percent inhibition; primary screen in compound mixtures; inhibition, % at 3.6 µM; in the data active means inhibition mostly above about 34%, no sharp cut-off; further: some results filed as inactive read as strong as hits
Target sequence (P9WH09 whole entry, looked up): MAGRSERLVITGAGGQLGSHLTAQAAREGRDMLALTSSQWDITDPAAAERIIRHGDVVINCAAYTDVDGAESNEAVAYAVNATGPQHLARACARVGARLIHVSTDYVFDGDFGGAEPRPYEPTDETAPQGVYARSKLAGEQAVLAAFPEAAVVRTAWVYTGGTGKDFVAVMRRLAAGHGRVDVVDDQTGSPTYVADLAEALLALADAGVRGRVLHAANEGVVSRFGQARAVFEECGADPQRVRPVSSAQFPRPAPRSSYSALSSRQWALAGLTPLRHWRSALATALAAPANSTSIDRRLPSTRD
Target sequence (P9WH11 whole entry, looked up): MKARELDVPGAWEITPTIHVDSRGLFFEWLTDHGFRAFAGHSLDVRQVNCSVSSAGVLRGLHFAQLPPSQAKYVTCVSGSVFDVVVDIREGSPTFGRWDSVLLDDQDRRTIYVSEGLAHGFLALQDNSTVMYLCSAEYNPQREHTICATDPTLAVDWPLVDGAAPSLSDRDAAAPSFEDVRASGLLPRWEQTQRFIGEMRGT
GlmU inhibition – inhibition of mycobacterial GlmU enzyme – biochemical, glucosamine-1-phosphate acetyltransferase (AID 1376); Bifunctional protein GlmU (Mycobacterium tuberculosis (strain ATCC 25618 / H37Rv)); M. tuberculosis GlmU acetyltransferase enzyme assay; higher % means a stronger effect; 220,000 tested, 0.25% active; one-dose inhibition, %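 (tested at 30 µM in the primary screen)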; IC50 in µM for titrated hits; in the data active means inhibition above about 13%;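 further: 0% = complete reaction with vehicle and 100% = reaction without substrate; strong numbers were not always called active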
* marks the source's active call; other numbers are inactive results; x = not tested or not shown. This is a subset; rates above refer to the full screens.

The line under a structure holds: RmlCD inh 1536	GlmU inhibition
Cc1occc1-c1nnc(SCC(=O)c2ccccc2)n1CC1CCCO1 (centres undefined)
  4	-1.9%
Cc1ccc(/C=N/n2c(-c3ccc(Cl)cc3)n[nH]c2=S)s1
  7	-6.5%
COc1ccc(-c2noc(C3CCCN(S(=O)(=O)c4ccc(C)c(Cl)c4)C3)n2)cc1OC (centres undefined)
  -2	4.8%
Cc1ccc(C(C)C)c(OCc2nnc(SCC(=O)Nc3nccs3)n2C)c1
  x	0.4%
O=S(=O)(Cc1cccc(C(F)(F)F)c1)c1ncn[nH]1
  x	-4.1%
Cc1cc(C(=O)N2CCc3ccccc32)c2cc(F)ccc2n1
  8	1.8%
O=C(CSc1nnnn1-c1ccccc1)Nc1ncc2c(n1)CC(c1ccccc1)CC2=O (centres undefined)
  -5	2.8%
COc1cccc(/C=N\Nc2nncc(-c3ccccc3)n2)c1
  -4	0.8%
CCOC(=O)/C=C1\SCC(=O)N1CC(=O)Nc1ccc(OC)c(OC)c1
  -12	2.0%
COc1ccc(N(C)S(=O)(=O)c2cccc(C(=O)N(C)Cc3ccc(C)o3)c2)cc1
  -10	-4.2%
O=C(CSc1ncn[nH]1)Nc1c(Br)cc([N+](=O)[O-])cc1Br
  7	-7.5%
COc1cc(C(=O)O/N=C(\N)Cc2ccc([N+](=O)[O-])cc2)cc(OC)c1OC
  -3	3.3%
CCOC(=O)c1ccccc1NC(=O)c1nc2nccc(C)n2n1
  13	2.8%
CC(C)c1csc(CN2CCN(Cc3ccc(F)cc3)C(CCO)C2)n1 (centres undefined)
  9	7.1%
O=C(O)/C=C/c1cccc(NC(=O)c2ccc(Cl)cc2)c1
  -15	-1.8%
CSCC[C@H](NC(=O)c1ccc(Cl)c(S(=O)(=O)N2CCCC2)c1)c1nc2ccccc2[nH]1
  5	-0.7%
Cc1nc(SCC(=O)N2c3ccccc3Sc3ccccc32)n[nH]1
  x	3.5%
c1ccc2c(c1)Oc1cccc3cccc-2c13
  x	-3.9%
Cc1cc(C)cc(N2CN=C3SCC(=O)N3C2)c1
  -8	2.1%
O=C(CN1C(=O)c2ccccc2S1(=O)=O)c1ccc(O)c(O)c1
  8	3.8%
C=CCn1c(O)c(C(CC)=Nc2ccc3c(c2)CCC3)c(=O)[nH]c1=O
  6	2.5%
Cc1ccc(C(=O)N/C(=C\c2cccs2)C(=O)NCCCn2ccnc2)cc1C
  7	-0.2%
Cn1c(=O)c2[nH]c(=O)cnc2n(C)c1=S
  x	1.3%
Cc1ccc(NC(=O)N2CCCC2C(=O)NCCC2=CCCCC2)cc1 (centres undefined)
  7	1.5%
Cc1ccc2c(c1)NC(=O)CC(c1ccccc1)=N2
  x	-1.2%
COc1ccccc1N1CCN(C/C(O)=C(\C#N)c2nc(-c3ccccc3)cs2)CC1
  9	5.3%
N#CC(C#N)=Cc1cccnc1
  -7	-1.9%
COCC(C)n1c(-c2ccc3c(c2)NC(=O)CO3)csc1=Nc1ccc(OC(F)F)cc1 (centres undefined)
  x	1.7%
CC1=NOC(=O)/C1=C\c1ccc2c(c1)OCO2
  10	1.2%
NC(=NC(=O)c1ccccc1)N1N=CCC1c1ccccc1 (centres undefined)
  12	-5.9%
CC1(C(=O)N(CC(=O)NC2CCCC2)Cc2ccco2)CC(=O)N=C2C=CC=CN21 (centres undefined)
  -9	6.2%
COc1cc2c(cc1OC)CN(Cc1cc(=O)oc3cc(C)c(Cl)cc13)CC2
  14	-0.5%
O=C(O)CN(c1cccc(C(F)(F)F)c1)S(=O)(=O)c1ccccc1
  x	3.0%
CNC(=S)NC(CC(=O)OC)c1ccc2c(c1)OCO2 (centres undefined)
  -6	-0.6%
Cc1cc(=O)c2cc3nc(-c4cccnc4)oc3c(Br)c2o1
  -10	-1.3%
COc1cc(/C=N/NC(=O)c2cccc([N+](=O)[O-])c2)cc(OC)c1O
  -2	-2.2%
CC(=O)OCCCNc1cc(SCc2ccco2)c2nonc2c1[N+](=O)[O-]
  2	3.4%
CCn1c(=N)n(CC(=O)c2ccc(OC)cc2)c2ccccc21
  x	-2.4%
Cc1ccc(CNc2cnn(C34CC5CC(CC(C5)C3)C4)c(=O)c2Cl)cc1
  15	3.4%
Cc1ccc(C(=O)NC(Cc2c[nH]c3ccccc23)C(=O)O)o1 (centres undefined)
  7	1.2%

Sorted by molecular weight (highest first): three of the compounds above
The line under a structure holds: RmlCD inh 1536	GlmU inhibition
O=C(O)CN(c1cccc(C(F)(F)F)c1)S(=O)(=O)c1ccccc1
  x	3.0%
Cc1cc(=O)c2cc3nc(-c4cccnc4)oc3c(Br)c2o1
  -10	-1.3%
Cn1c(=O)c2[nH]c(=O)cnc2n(C)c1=S
  x	1.3%

Next structures follow:
SMILES	RmlCD inh 1536	GlmU inhibition
Brc1cnc2nc(SC/C=C/c3ccccc3)[nH]c2c1	-1	-1.5%
CCOCCCNC(=O)C(NC(=O)CC1NC(=O)NC1=O)c1ccc(Cl)cc1 (centres undefined)	2	4.8%
CC(=O)OCC(=O)NCc1ccc2c(c1)OCO2	11	0.2%
CCOC(=O)N1CCN(c2nnnn2-c2ccccc2)CC1	2	1.9%
Fc1cccc(Cl)c1CSc1nnc(COc2cccc3cccnc23)o1	-6	-1.7%
O=C(Nc1nc2ccc3ccccc3c2s1)c1ccc(N2CCCCC2)c([N+](=O)[O-])c1	14	1.0%
COCCNC(=O)C(=O)NNS(=O)(=O)c1ccc(Cl)cc1	7	-1.1%
C/C(=N\NC(=O)c1ccccc1)c1ccc(NC(=O)c2cccs2)cc1	-8	3.6%
O=C(CSc1nc2nn(-c3ccccc3)c(=O)c-2c2n1CCCCC2)NCCCc1ccccc1	8	3.7%
Cc1cccc(NC(=S)N2CCCC(c3nc4ccccc4[nH]3)C2)c1 (centres undefined)	0	-8.0%
CC(=O)c1ccc(N2CCN(C(=O)c3ccc4c(=O)n(-c5ccccc5)c(=O)[nH]c4c3)CC2)cc1	x	3.4%
CCC(CC)C(=O)NCc1ccc(Cl)cc1	x	-2.6%
CC(C)(C)C(=O)NC(=S)Nc1ccccn1	7	-12%
O=C(N/N=C/c1ccco1)c1cc(Br)ccc1OCc1ccccc1	-9	0.1%
CCC(C)OC(=O)c1c(N)n(Cc2cccs2)c2nc3ccccc3nc12 (centres undefined)	-8	11%
COc1cccc(N2CCN(C3CC(=O)N(c4ccc(Cl)c(Cl)c4)C3=O)CC2)c1 (centres undefined)	-7	3.0%
CCCN=C1N/C(=C\c2ccco2)C(=O)N1c1ccccc1	-5	-3.9%
COC(=O)C1=C(C)NC2=C(C(=O)CCC2)C1c1cccs1 (centres undefined)	-6	0.0%
CC(C)(CC(=O)O)CC(=O)Nc1ccc(Oc2ccc(C(C)(C)C)cc2)nc1	-4	-1.0%
CCOC(=O)c1c(NC(=O)c2ccccc2)sc2c1CCc1ccccc1-2	x	-2.0%

Single records (already shown).
CC(=O)c1ccc(N2CCN(C(=O)c3ccc4c(=O)n(-c5ccccc5)c(=O)[nH]c4c3)CC2)cc1 as listed: RmlCD inh 1536 = x; GlmU inhibition = 3.4%
CC(C)(CC(=O)O)CC(=O)Nc1ccc(Oc2ccc(C(C)(C)C)cc2)nc1 as listed: RmlCD inh 1536 = -4; GlmU inhibition = -1.0%
CCC(CC)C(=O)NCc1ccc(Cl)cc1 as listed: RmlCD inh 1536 = x; GlmU inhibition = -2.6%

Next part
SMILES	RmlCD inh 1536	GlmU inhibition
COc1ccc(-c2ccc3c(N)c(C(=O)c4cccc(OC)c4)sc3n2)cc1	-3	4.7%
CCN(CC)C(=O)CC(c1ccc(N(C)C)cc1)c1c(OC)cc(OC)c2ccc(=O)oc12 (centres undefined)	8	-2.3%
COC(=O)Nc1ccc(S(=O)(=O)NC2CCS(=O)(=O)C2)cc1 (centres undefined)	x	5.4%
O=C(/C(=C/c1ccc(Cl)cc1)c1nc2ccccc2[nH]1)c1cccs1	x	-2.9%
CN(C(=O)COC(=O)COc1ccc(Cl)cc1)C1CCCCC1	7	-2.1%
Cc1cc(C)c(-c2csc(NC(=O)c3n[nH]c(=O)c4ccccc34)n2)c(C)c1	15	-1.3%
COc1ccc2cc3c(N)nn(C(=O)c4ccc(Cl)c([N+](=O)[O-])c4)c3nc2c1	x	0.7%
c1ccc(-c2[nH]c(-c3ccccc3)[n+](CC3CO3)c2-c2ccccc2)cc1 (centres undefined)	9	1.3%
CCOC(=O)C1CCCN(C(=O)c2cccs2)C1 (centres undefined)	-11	-1.6%
COc1ccc(-c2noc(C3CCCN(C(=O)Nc4ccccc4F)C3)n2)cc1 (centres undefined)	29	-6.1%
O=c1c(=O)n2c(nn1Cc1ccc(F)cc1)sc1ccccc12	12	-1.8%
COc1ccc(CCNC(=O)c2cccc(S(=O)(=O)N3CCCCC3)c2)cc1	7	-1.7%
COc1ccccc1NC(=O)CSc1nnc(-c2ccncc2)o1	-6	-0.7%
COc1ccc(NC(=O)CN2CCN(c3ccccc3Cl)CC2)cc1	x	2.2%
Cc1ccc([N+](=O)[O-])c(OCCn2cnc3ccccc32)c1	8	-6.9%
O=C(CN1CCN(C/C=C/c2ccccc2)CC1)Nc1cc([N+](=O)[O-])ccc1Cl	45	1.1%
O=c1[nH]c2ccc(Cl)cc2c(=O)n1Cc1ccco1	11	-0.9%
NS(=O)(=O)c1ccc(Sc2nc3ccccc3s2)c([N+](=O)[O-])c1	-7	7.1%
COc1ccc(-c2cc3nc(C)cc(NCCO)n3n2)cc1	20	3.6%
COc1ccccc1/C=C(/C(=O)OCC(=O)N(C)Cc1ccccc1)c1ccccc1	8	-1.0%
NC(=O)Cn1c(=O)n(C2CCCCC2)c(=O)c2c3c(sc21)CCCCC3	-13	3.9%
CNC(=O)Nc1cc(NC(=O)NC)cc(C(F)(F)F)c1	-2	4.8%
CCNC(=O)NC(=O)CSc1nc2ccccc2n1CCOC	-6	1.3%
O=C(Nn1cnc2ccccc2c1=O)c1cccc(Cl)c1	x	-0.3%
CN(C)/C=C/C(=O)c1ccc(F)cc1F	2	x
O=C(/C=C/Nc1cccc(C(F)(F)F)c1)c1ccco1	10	2.6%
CCOC(=O)C1CCN(C(=O)C2CCN(S(=O)(=O)c3cccc4cccnc34)CC2)CC1	4	2.5%
CCCn1nc(NC(=O)c2ccco2)c2cc3cc(C)ccc3nc21	x	-2.1%
Fc1ccc(OCc2nc(-c3ccncc3)n[nH]2)cc1	7	-5.8%
N=c1ccn(Cc2ccccc2Cl)cc1	x	-0.3%
O=C(c1ccc(Cl)cc1[N+](=O)[O-])N1CCOCC1	6	-3.4%
O=C(Nc1ccc(S(=O)(=O)Nc2nccs2)cc1)C1CC(=O)N(c2ccccc2)C1 (centres undefined)	3	-0.3%
Cc1ccc(NCc2nnc(SCC(=O)NCCc3ccccc3)n2C)cc1	-5	2.5%
CCn1cc(C(=O)OCC(=O)Nc2cccc(S(=O)(=O)N3CCOCC3)c2)c(=O)c2ccc(C)nc21	8	-3.0%
O=C1CC(Cc2ccccc2)C(=O)N1CCc1ccc2c(c1)OCO2 (centres undefined)	x	2.0%
CC1(OC(=O)CCc2ccccc2)C(=O)C=C2C=C(c3ccc(C#N)cc3)N(c3ccccc3)C=C2C1=O (centres undefined)	x	4.5%
C=CCNC(=O)C1COc2ccccc2O1 (centres undefined)	6	1.5%
O=C(CSc1nc2c(cnn2-c2ccccc2)c(=O)[nH]1)c1ccc(Cl)cc1	x	-3.0%
Cc1cc(Cl)n2ncc(-c3ccccc3)c2n1	2	0.3%
O=C(CN1C(=O)c2ccccc2S1(=O)=O)Nc1ccc(S(=O)(=O)N2CCCCC2)cc1	0	-3.0%
COc1cc(OC)c(OC)cc1C#N	6	-5.4%
O=C(N/N=C/c1cccs1)c1ccc(NC(=O)c2ccccc2Cl)cc1	17	-1.4%
CN(C)c1ccc(/C=C/c2ccc3ccccc3[n+]2C)cc1	89	-0.7%
O=C(NNC(=O)c1ccc(SCC2CCCO2)c([N+](=O)[O-])c1)c1ccc(F)cc1 (centres undefined)	5	7.3%
NC(=O)CN1C(=O)C(O)(CC(=O)/C=C\C=C\c2ccccc2)c2ccccc21 (centres undefined)	4	-1.6%
COc1cccc(C(=O)Nc2c(C(N)=O)oc3ccccc23)c1	11	-0.1%
Cc1ccccc1OCCn1cc(C(=O)C(=O)N2CCOCC2)c2ccccc21	-3	4.2%
COc1ccc(-c2cc(C(=O)Nc3cc(C)nn3-c3ccccc3)no2)cc1OC	-6	6.7%
CCOC(=O)C(=O)Nc1ccc(OC)c(Cl)c1	x	2.6%
COC(=O)C(O)(NC(=O)c1ccncc1)C(F)(F)F (centres undefined)	x	-2.1%
CCc1nnc(NC(=O)CN2CCN(C3CCCCC3)CC2)s1	x	-2.0%
Cn1c(CNC(=O)Nc2cccc(Cl)c2)nnc1SCc1ccccc1	x	-3.9%
COc1cc2[nH]c(=O)n(-c3cccc(Cl)c3)c(=O)c2cc1OC	11	0.5%
CC(=O)Nc1ccc(Sc2ncccc2C(=O)Nc2ccc(F)cc2)cn1	x	2.1%

Random excerpt: 2 compounds from above.
SMILES	RmlCD inh 1536	GlmU inhibition
CN(C)c1ccc(/C=C/c2ccc3ccccc3[n+]2C)cc1	89	-0.7%
COc1cccc(C(=O)Nc2c(C(N)=O)oc3ccccc23)c1	11	-0.1%
